IDE cell inh: inhibitors of human insulin-degrading enzyme in cells | P14735 | 320,000 compounds, 0.41% hits | inhibition, % at 5.59 µM | AID 434962 | HEK cells, FAbetaB cleavage, fluorescence polarization;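 active = percent inhibition above the average of all tested compounds plus 3 SD, set per screening campaign, cut at about 16% in these data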;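 note: IDE supplied by intact live HEK cells; FP after avidin binding of uncleaved biotin substrate so inhibition keeps polarization high; 0% = DMSO wells and 100% = 60 µM reference IDE inhibitor Ii1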
Target sequence (P14735 whole entry, looked up): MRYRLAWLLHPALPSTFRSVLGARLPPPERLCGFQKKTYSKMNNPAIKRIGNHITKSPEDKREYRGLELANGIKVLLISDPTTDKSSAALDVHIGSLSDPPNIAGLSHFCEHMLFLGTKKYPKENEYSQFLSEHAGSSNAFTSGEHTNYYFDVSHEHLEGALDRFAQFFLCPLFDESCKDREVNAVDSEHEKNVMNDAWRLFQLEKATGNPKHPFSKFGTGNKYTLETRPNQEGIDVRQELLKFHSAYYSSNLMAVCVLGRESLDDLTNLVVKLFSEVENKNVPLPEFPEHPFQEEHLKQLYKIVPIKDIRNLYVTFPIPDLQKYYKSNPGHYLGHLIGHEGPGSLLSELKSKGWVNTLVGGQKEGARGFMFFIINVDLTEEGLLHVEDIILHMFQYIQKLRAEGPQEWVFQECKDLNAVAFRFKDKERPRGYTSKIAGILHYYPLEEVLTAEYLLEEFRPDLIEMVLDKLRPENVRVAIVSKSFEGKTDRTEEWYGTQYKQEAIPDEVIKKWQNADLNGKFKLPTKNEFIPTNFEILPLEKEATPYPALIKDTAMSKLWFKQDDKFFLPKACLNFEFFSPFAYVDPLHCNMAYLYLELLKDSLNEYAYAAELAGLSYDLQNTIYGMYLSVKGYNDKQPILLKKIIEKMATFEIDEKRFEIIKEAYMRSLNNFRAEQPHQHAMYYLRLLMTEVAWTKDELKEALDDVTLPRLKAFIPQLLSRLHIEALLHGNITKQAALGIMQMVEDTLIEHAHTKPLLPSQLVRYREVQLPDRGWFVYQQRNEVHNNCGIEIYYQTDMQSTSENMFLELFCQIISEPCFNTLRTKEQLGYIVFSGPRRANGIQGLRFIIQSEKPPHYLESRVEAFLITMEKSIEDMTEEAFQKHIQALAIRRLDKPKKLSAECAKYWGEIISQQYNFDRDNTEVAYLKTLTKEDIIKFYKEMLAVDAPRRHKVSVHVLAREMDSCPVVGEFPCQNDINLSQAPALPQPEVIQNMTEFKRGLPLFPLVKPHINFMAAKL
PHOSPHO1 inh: blocks human PHOSPHO1 phosphatase activity | AID 1565 | 290,000 compounds, 1.1% hits | inhibition, % at 13.3 µM | recombinant PHOSPHO1, absorbance phosphatase assay | Q8TCT1; in the data active = inhibition above about 60%
GPR7 antagonist: human neuropeptides B/W receptor 1 antagonism. GPR7-expressing cells, fluorescence antagonist assay. 290,000 compounds, 1.1% hits. inhibition, % at 4.4 µM; in the data active = inhibition above about 16%, passing the limit was not always enough;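 note: cells stimulated with the agonist NPW; 0% = agonist with vehicle and 100% = vehicle without agonist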
IDE cell activ: activators of human insulin-degrading enzyme in cells. P14735. HEK cells, FAbeta-B cleavage, fluorescence polarization; 0% vehicle, 100% cell-free pure enzyme wells. activation, % at 5.96 µM. 340,000 compounds, 0.073% hits. AID 493087;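 active = activation above the mean of all tested compounds plus 3 SD, set per screening campaign, cut at about 17% in these data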
IMP-1 inhibitor: blocks Pseudomonas aeruginosa IMP-1 metallo-beta-lactamase | AID 1556 | purified IMP-1, nitrocefin hydrolysis, epi-absorbance fluorescence | inhibition, % at 5.6 µM | 290,000 compounds, 0.45% hits;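 active = inhibition above the mean plus 3 SD of all compounds in the same screening run, cut at about 4.5% in these data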;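 note: 0% = IMP-1 with DMSO and 100% = DMSO wells lacking enzyme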
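Material – recombinant IMP-1 enzyme, purified · Amount – IMP-1 0.2 nM before substrate addition · Medium – HEPES buffer pH 7.1 with ZnSO4 and Brij 35 · Timing – 25 °C, 15 min preincubation, 25 min reaction · Measured by – plate fluorescence quenching by hydrolysis product, ex 480/em 530 nm · Read-out – percent enzyme inhibition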
M18AAP inhibitor: PfM18AAP enzyme inhibition. recombinant PfM18AAP, H-Glu-NHMec fluorogenic cleavage. inhibition, % at 7.35 µM. 290,000 compounds, 1.2% hits. AID 1822;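 active = inhibition above the campaign mean inhibition over all tested compounds plus 3 SD, cut at about 28% in these data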;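 note: 0% = plate median of test compound wells and 100% = 2 mM ZnCl2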
p-CIP stab down: compounds decreasing mouse p/CIP protein stability; Q05BA5; F442A p/CIP-EGFP cells, EGFP fluorescence, 16 h; decrease of EGFP signal, % at 10 µM; 290,000 compounds, 0.01% hits;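 active = EGFP signal decrease of at least 30% at 10 µM or well 3 SD below plate mean, unless failing retest; inactive = the rest, including hits failing retest or dose response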; note: some compounds called inactive have numbers as strong as hits; many of its hits are not listed in these tables
VIM-2 inh: inhibitors of Pseudomonas aeruginosa VIM-2 metallo-beta-lactamase. purified VIM-2, nitrocefin hydrolysis, epi-absorbance fluorescence. inhibition, % at 5.6 µM. 290,000 compounds, 0.89% hits. AID 1527;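 active = inhibition above the mean of all tested compounds plus 3 SD, cutoff set per screening run, cut at about 7.5% in these data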;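 note: red hydrolysis product quenches plate fluorescence so inhibitors raise well fluorescence; 0% = enzyme with DMSO and 100% = DMSO without enzyme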
NALP1 yeast inh: blocks the NALP1 inflammasome reconstituted in yeast; inhibition, % at 10 µM; AID 2071; 280,000 compounds, 0.61% hits; S. cerevisiae NALP1/ASC/caspase-1 growth, X-gal OD620, 72 h; in the data active = inhibition mostly above about 24%, no sharp cut-off; inactive = mostly below about 32%; note: some compounds called inactive have numbers as strong as hits
Starred values were filed as active, the others as inactive; x = no result given. A portion of the library (hit frequency here may not be typical).

Letters – A = IDE cell inh; B = PHOSPHO1 inh; C = GPR7 antagonist; D = IDE cell activ; E = IMP-1 inhibitor; F = M18AAP inhibitor; G = p-CIP stab down; H = VIM-2 inh; I = NALP1 yeast inh
1) CC(Cc1cccs1)NCc1ccccc1 (stereo unspecified)
  A: -1 | B: 3 | C: 0 | D: 4 | E: -0.3 | F: -10 | G: 19 | H: 1.9 | I: -11

2) CC1=CC(=C2C(=O)NC(=S)NC2=O)C=C(C(F)(F)F)N1Cc1ccccc1
  A: -7 | B: -23 | C: -4 | D: 1 | E: -1.3 | F: 1 | G: -2 | H: -1.0 | I: 21

3) Cc1nc2ccccc2n1C1CCN(Cc2nnnn2CCc2ccccc2)CC1
  A: 2 | B: 21 | C: 2 | D: 2 | E: 0.2 | F: 3 | G: -8 | H: -1.0 | I: 22

4) CCN1CCN(c2nc3ccccc3s2)CC1
  A: 1 | B: 34 | C: -10 | D: 0 | E: -2.8 | F: 0 | G: -10 | H: -0.9 | I: 11

5) O=c1c2ccccc2nc(CN2CCOCC2)n1-c1ccccc1F
  A: 6 | B: -3 | C: -6 | D: 3 | E: 4.2 | F: -4 | G: -7 | H: 0.7 | I: 4

6) CCOC(=O)C1=C(N)OC2=C(C(=O)CCC2)[C@]12C(=O)N(CC(N)=O)c1ccccc12
  A: -9 | B: 6 | C: -18 | D: 2 | E: -1.6 | F: -21 | G: -22 | H: -2.6 | I: 36*

7) COc1ccccc1-n1c(-c2ccccc2)nc2ccccc2c1=O
  A: x | B: 24 | C: 2 | D: -3 | E: -2.7 | F: -3 | G: 3 | H: -1.0 | I: 5

8) C=CCn1c(O)c(C(CC)=NCCc2ccccc2)c(=O)[nH]c1=O
  A: 4 | B: -21 | C: -12 | D: -3 | E: -1.4 | F: 3 | G: 5 | H: -1.1 | I: 24

9) Cc1cccc(N2C(=O)NC(=O)/C(=C\c3cc(C)n(-c4sc5c(c4C#N)CCCC5)c3C)C2=O)c1C
  A: -2 | B: -58 | C: 0 | D: 3 | E: -2.6 | F: 17 | G: -14 | H: -2.0 | I: 39

10) O=C(c1ccc2c(c1)N(Cc1ccccc1)CCS2)N1CCC2(CC1)OCCO2
  A: 8 | B: 28 | C: 5 | D: 5 | E: -0.5 | F: -1 | G: 1 | H: -1.5 | I: -2

Rewritten screen by screen: entries from further up
1) CC(Cc1cccs1)NCc1ccccc1 (stereo unspecified)
2) CC1=CC(=C2C(=O)NC(=S)NC2=O)C=C(C(F)(F)F)N1Cc1ccccc1
3) Cc1nc2ccccc2n1C1CCN(Cc2nnnn2CCc2ccccc2)CC1
4) CCN1CCN(c2nc3ccccc3s2)CC1
5) O=c1c2ccccc2nc(CN2CCOCC2)n1-c1ccccc1F
6) CCOC(=O)C1=C(N)OC2=C(C(=O)CCC2)[C@]12C(=O)N(CC(N)=O)c1ccccc12
7) COc1ccccc1-n1c(-c2ccccc2)nc2ccccc2c1=O
8) C=CCn1c(O)c(C(CC)=NCCc2ccccc2)c(=O)[nH]c1=O
9) Cc1cccc(N2C(=O)NC(=O)/C(=C\c3cc(C)n(-c4sc5c(c4C#N)CCCC5)c3C)C2=O)c1C
10) O=C(c1ccc2c(c1)N(Cc1ccccc1)CCS2)N1CCC2(CC1)OCCO2

entry no.	1	2	3	4	5	6	7	8	9	10
IDE cell inh	-1	-7	2	1	6	-9	x	4	-2	8
PHOSPHO1 inh	3	-23	21	34	-3	6	24	-21	-58	28
GPR7 antagonist	0	-4	2	-10	-6	-18	2	-12	0	5
IDE cell activ	4	1	2	0	3	2	-3	-3	3	5
IMP-1 inhibitor	-0.3	-1.3	0.2	-2.8	4.2	-1.6	-2.7	-1.4	-2.6	-0.5
M18AAP inhibitor	-10	1	3	0	-4	-21	-3	3	17	-1
p-CIP stab down	19	-2	-8	-10	-7	-22	3	5	-14	1
VIM-2 inh	1.9	-1.0	-1.0	-0.9	0.7	-2.6	-1.0	-1.1	-2.0	-1.5
NALP1 yeast inh	-11	21	22	11	4	36*	5	24	39	-2

The results go on.
Letters – A = IDE cell inh; B = PHOSPHO1 inh; C = GPR7 antagonist; D = IDE cell activ; E = IMP-1 inhibitor; F = M18AAP inhibitor; G = p-CIP stab down; H = VIM-2 inh; I = NALP1 yeast inh
11) O=C(C1c2ccccc2C(=O)N2CCc3ccccc3C12)N1CCC2(CC1)OCCO2 (stereo unspecified)
  A: -4 | B: 1 | C: 4 | D: -1 | E: -4.5 | F: -9 | G: -3 | H: -2.9 | I: -11

12) NP(=O)(Oc1ccc(Cl)cc1)Oc1ccc(Cl)cc1
  A: 6 | B: -3 | C: -4 | D: 3 | E: 7.7* | F: 2 | G: 18 | H: -3.0 | I: 2

13) CSc1ccc(C(=O)C(C)(C)N2CCOCC2)cc1
  A: 0 | B: 4 | C: -7 | D: 3 | E: -1.3 | F: -1 | G: 2 | H: -0.5 | I: 6

14) CC(C)NS(=O)(=O)c1ccc(OCC(=O)N2CCN(Cc3ccccc3)CC2)c(Cl)c1
  A: 8 | B: -14 | C: -8 | D: 3 | E: -4.4 | F: 6 | G: 5 | H: -4.0 | I: 28

15) Cc1nc2c(c(=O)[nH]1)C(c1ccc([N+](=O)[O-])cc1)c1c(c3ccccc3oc1=O)O2 (stereo unspecified)
  A: 1 | B: 27 | C: 0 | D: x | E: -3.5 | F: 3 | G: 8 | H: -1.1 | I: x

16) CCOP(=O)(OCC)c1cc(CC)ccc1O
  A: 0 | B: 3 | C: -16 | D: 7 | E: -3.4 | F: -6 | G: -11 | H: -3.5 | I: -4

17) CC1=NN(Cc2c[nH]c3ccccc23)C(C)(C)C1
  A: -3 | B: 4 | C: 11 | D: -1 | E: -1.2 | F: 3 | G: 16 | H: 1.1 | I: 2

18) C=CCn1c(O)c(C(C)=O)c(=O)[nH]c1=O (tested in a mixture with another compound)
  A: 6 | B: 12 | C: -3 | D: 1 | E: -1.6 | F: 1 | G: -7 | H: -2.6 | I: -11

19) CN(C)C(=O)Oc1ccc([N+](=O)[O-])cc1
  A: -3 | B: 1 | C: -6 | D: 1 | E: -2.2 | F: 1 | G: -1 | H: -2.1 | I: 10

20) O=C(COc1ccc2ccccc2c1)N1CCN(Cc2ccncc2)CC1
  A: -1 | B: 34 | C: 3 | D: 2 | E: 0.2 | F: -13 | G: 3 | H: -1.9 | I: 22

21) COc1cccc(-n2c(/C=C/c3ccc(O)c(O)c3)nc3ccccc3c2=O)c1
  A: 160* | B: 20 | C: -7 | D: -101 | E: 0.1 | F: 57* | G: -51 | H: 0.1 | I: 3

22) O=c1[nH]c(=O)n(Cc2ccco2)c(O)c1C=NCc1cccs1
  A: -7 | B: 21 | C: 5 | D: 5 | E: -2.1 | F: -7 | G: -32 | H: 0.4 | I: 28

23) CCCCn1c(C)c(C(=O)OCC)c2c(CN3CCOCC3)c(O)ccc21
  A: -5 | B: 3 | C: 17 | D: 5 | E: -2.6 | F: 0 | G: -4 | H: -2.0 | I: 3

24) CCC(C)n1c(O)c(C=NC(C)c2ccccc2)c(=O)[nH]c1=S (stereo unspecified)
  A: 6 | B: -4 | C: -11 | D: 6 | E: 0.5 | F: 16 | G: -1 | H: -0.6 | I: -21

25) CCC1(OC(=O)CN)C(=O)OCc2c1cc1n(c2=O)Cc2cc3ccccc3nc2-1 (stereo unspecified)
  A: -1 | B: 32 | C: -5 | D: -1 | E: -1.8 | F: 0 | G: -14 | H: 0.7 | I: 6

26) CC(C)Cc1[nH]c(=O)c(C#N)c2c1CCC2
  A: -3 | B: 8 | C: -8 | D: 2 | E: -2.5 | F: -4 | G: -1 | H: 0.1 | I: 12

27) CCCCCn1c(=O)c(C(=O)Nc2ncccc2C)c(O)c2ccccc21
  A: 0 | B: 14 | C: 4 | D: -8 | E: -3.6 | F: 3 | G: -18 | H: -3.8 | I: 2

28) CCN1c2nc3ccccn3c(=O)c2CC2(C(=O)N(C)C(=O)N(C)C2=O)C1C (stereo unspecified)
  A: 4 | B: -1 | C: 5 | D: 0 | E: -1.0 | F: -9 | G: -4 | H: 0.3 | I: 2

Screening results: PubChem, several laboratories
